# Screens: PubChem BioAssay, The Scripps Research Institute Molecular Screening Center
# PLC-gamma1 inh: inhibitors of human phospholipase C gamma1. inhibition, % at 12.2 µM. AID 720700. P19174. purified PLC-gamma1, fluorogenic substrate, fluorescence. hit rate 0.84% among 370,000; in the data active = inhibition above about 9.5%
# proKLK7 act: activators of human kallikrein-7 zymogen | purified proKLK7, EDANS-DABCYL substrate fluorescence; 100% is mature enzyme control, 0% vehicle | activation, % at 7 µM | hit rate 0.9% among 370,000 | AID 652039;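 active = activation above the mean of all tested compounds plus 3 SD, computed per campaign excluding outliers beyond control limits, cut at about 13% in these data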
# Target sequence (P49862 whole entry, looked up): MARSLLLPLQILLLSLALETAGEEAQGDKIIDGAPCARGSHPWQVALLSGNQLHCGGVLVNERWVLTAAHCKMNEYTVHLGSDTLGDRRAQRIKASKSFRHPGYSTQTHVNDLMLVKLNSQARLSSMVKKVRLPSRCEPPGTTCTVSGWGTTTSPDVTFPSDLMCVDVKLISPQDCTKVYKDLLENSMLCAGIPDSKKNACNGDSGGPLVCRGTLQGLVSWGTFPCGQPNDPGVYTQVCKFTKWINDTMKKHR
# PLC-beta3 inh: blocks human PLC-beta3 enzyme activity | Q01970 | Purified PLC-beta3, fluorogenic substrate, fluorescence | inhibition, % at 12.2 µM | hit rate 0.18% among 370,000 | AID 720704; in the data active = inhibition above about 11%;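 note: 0% = median of compound wells on plate and 100% = full blocker control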
# ARFGAP1 inh: inhibits rat ARF GTPase activating protein 1 | Q62848 | Arfgap1-stimulated ARF1 GTP hydrolysis, GDP FP detection | inhibition, % at 16.5 µM | hit rate 0.26% among 360,000;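 active = inhibition above a per-plate limit, mean inhibition of low control wells plus 3 SD, cut at about 25% in these data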;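 note: 0% = DMSO wells with enzyme and 100% = wells lacking Arfgap1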
# Target sequence (Q62848 1-136 limits assumed): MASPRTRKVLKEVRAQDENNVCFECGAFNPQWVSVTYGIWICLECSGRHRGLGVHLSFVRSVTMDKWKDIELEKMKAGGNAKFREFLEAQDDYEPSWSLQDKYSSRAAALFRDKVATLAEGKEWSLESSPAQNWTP
#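 material = rat Arfgap1 catalytic domain, aa 1-136 | also added = human ARF1(Δ1-17)-GTP substrate | compound dosing = one concentration, 16.5 µM, DMSO 1.26% | times = GTP hydrolysis reaction 2 h at 25 °C | measured by = FP, GDP Alexa 633 tracer displaced from anti-GDP antibody, 620/688 nm | evaluation = percent inhibition of Arfgap1-stimulated GTP hydrolysis | replication = single well per compound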
# UHRF1 MBD2 ctr: blocks human UHRF1 binding to methylated DNA | Q96T88 | UHRF1 binding to methylated oligo, TR-FRET | inhibition, % at 4.4 µM | hit rate 0.75% among 370,000 | AID 687016; in the data active = inhibition above about 21%;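 note: UHRF1 SRA domain binding a hemimethylated CpG hairpin DNA probe; 0% = median of test compound wells and 100% = reference inhibitor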
# ASAP1 inh: inhibitors of human ASAP1 ArfGAP activity; ASAP1-stimulated ARF1 GTP hydrolysis, GDP FP detection; inhibition, % at 16.5 µM; hit rate 0.19% among 360,000; in the data active = inhibition above about 25%;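 note: 0% = vehicle with enzyme and substrate and 100% = no enzyme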
# ADAM17 inh: inhibitors of human ADAM17. recombinant ADAM17, EDANS/DABCYL FRET peptide cleavage. hit rate 0.83% among 370,000. inhibition, % at 6.95 µM;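 active = inhibition above the mean of compounds lying between control limits plus 3 SD, set per campaign, cut at about 8.5% in these data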;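 note: 0% = DMSO-only wells as the low control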
# Target sequence (P78536 215-824 limits assumed): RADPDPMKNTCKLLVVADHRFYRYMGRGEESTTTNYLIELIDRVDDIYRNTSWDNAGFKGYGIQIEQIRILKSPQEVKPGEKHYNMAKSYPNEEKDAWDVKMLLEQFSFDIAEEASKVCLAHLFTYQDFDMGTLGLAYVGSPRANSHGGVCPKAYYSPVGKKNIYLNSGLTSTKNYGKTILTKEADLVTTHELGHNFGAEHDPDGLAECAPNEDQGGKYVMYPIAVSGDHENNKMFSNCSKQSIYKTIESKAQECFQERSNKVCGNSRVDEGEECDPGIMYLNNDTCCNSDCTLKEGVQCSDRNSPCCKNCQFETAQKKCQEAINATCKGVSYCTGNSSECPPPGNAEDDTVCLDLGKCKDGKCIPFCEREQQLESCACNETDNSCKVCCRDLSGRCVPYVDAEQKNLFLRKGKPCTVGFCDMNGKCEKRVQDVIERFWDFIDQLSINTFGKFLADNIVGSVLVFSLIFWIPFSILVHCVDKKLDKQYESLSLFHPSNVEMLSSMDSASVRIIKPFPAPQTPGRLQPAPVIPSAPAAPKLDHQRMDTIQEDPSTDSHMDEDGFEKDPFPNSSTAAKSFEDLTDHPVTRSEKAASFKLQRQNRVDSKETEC
# MBD2 DNA inh: inhibitors of human MBD2 binding to methylated oligonucleotide. inhibition, % at 4.4 µM. Q9UBB5. hit rate 0.31% among 370,000. TR-FRET; in the data active = inhibition above about 13%
# Tn6 DDE FP: inhibitors of Tn6 peptide binding to human fibrin DD(E). P02675. Fibrin DD(E) TRITC-Tn6 fluorescence polarization displacement. inhibition, % at 8.3 µM. hit rate 0.21% among 370,000. AID 720509;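 active = inhibition above a per-campaign cutoff: mean of compounds within control limits plus 3 SD, cut at about 15% in these data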;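 note: 0% = median of all compound wells on the plate and 100% = blocking peptide control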
# DDE Tn7 FP inh: DD(E)-Tn7 binding inhibition, primary FP screen. inhibition, % at 8.3 µM. hit rate 0.13% among 370,000. P02675. FP displacement of FITC-Tn7 peptide from fibrin DD(E); 0% = median of compound wells per plate;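 active = inhibition above the mean of compounds falling within the control limits plus 3 SD of them, cut at about 14% in these data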;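 note: 0% = plate median of compound wells and 100% = 10 µM Aha-Tn7 peptide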
#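 Test system – human fibrin DD(E) · Times – 10 min preincubation, 3 h with tracer, room temperature · Detection – fluorescence polarization of the labelled Tn7 tracer · Measure – percent inhibition normalized to high-control wells · Benchmarks – high control wells with 10 µM unlabelled Aha-Tn7 peptide (full inhibition) · Repeats – singlicate testing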
# Active calls of the source: *; i = inactive; . = no result given.
1. CC(C)c1ccc(NC2CCCN(C(=O)c3cc(C(C)C)nc(N)n3)C2)cc1 (stereo not given)
2. COc1ccc([N+](=O)[O-])cc1/C=N/NC(=O)Cc1ccccc1
3. CCOC(=O)C1=C(C(=O)OCC)C2N(Cc3ccc(Br)cc3)c3ccccc3[C@@]23C[C@@H](C(=O)OC)N(S(=O)(=O)c2ccc(F)cc2)C3=N1 (stereo not given in full)
4. CC(=O)NS(=O)(=O)c1ccc(NC(=O)/C=C/c2ccccc2Cl)cc1
5. CC1CCc2cccc3c(O)cc(=O)n1c23 (stereo not given)
6. CCOc1ccc(-n2cnnn2)cc1S(=O)(=O)NC1CC1
7. COc1ccc(N2CCN(CCNS(=O)(=O)c3ccc(C(C)(C)C)cc3)CC2)cc1
8. Cc1ccc(-n2ncc3c(=O)n(Cc4cccnc4)cnc32)cc1
9. Cc1ccc(/C=N/NC(=O)CC2N=C(Cc3ccccc3)NNC2=O)cc1 (stereo not given)
10. CC(C)(C)OC(=O)/C=C/[C@@H](CC1CCCC1)Sc1ccc(C(C)(C)C)cc1

Screen / compound no.	1	2	3	4	5	6	7	8	9	10
PLC-gamma1 inh	-3	3	-12	0	1	-1	-1	-2	0	-1
proKLK7 act	-0.3	-0.2	0.8	-0.3	-0.3	-0.7	0.5	0.1	-0.2	0.4
PLC-beta3 inh	-5	1	-17	-2	-12	-2	5	-6	1	4
ARFGAP1 inh	19	-15	1	-5	-7	-2	.	2	8	.
UHRF1 MBD2 ctr	-2	-4	0	-2	2	6	0	2	-2	2
ASAP1 inh	7	-4	9	-1	7	-5	.	0	-9	.
ADAM17 inh	-4	2	-5	0	-4	-6	1	-4	-2	-2
MBD2 DNA inh	2	3	-3	2	0	5	-1	1	3	1
Tn6 DDE FP	5	1	-3	-3	5	-2	6	-2	-1	-6
DDE Tn7 FP inh	1	-4	2	8	-4	-2	-1	-3	-5	-1

# Along the list, from the results shown:
# Compounds 1 to 10 in PLC-gamma1 inh read -3, 3, -12, 0, 1, -1, -1, -2, 0, -1
# Compounds 1 to 10 in UHRF1 MBD2 ctr read -2, -4, 0, -2, 2, 6, 0, 2, -2, 2
# Compounds 1 to 10 in MBD2 DNA inh read 2, 3, -3, 2, 0, 5, -1, 1, 3, 1

# The results go on.
11. Cc1cc(Nc2cccc(F)c2)n2c(n1)nc1ccccc12
12. C[C@H](O)C(=O)C1=Nc2c(nc(N)[nH]c2=O)NC1
13. CCn1cnc2cc(NCc3ccncc3)ccc21
14. Cc1ccc(C(c2sc3nc(C)nn3c2O)N2CCN(c3ccccc3F)CC2)cc1 (stereo not given)
15. COc1ccc(N=CC2=C(O)CCCC2=O)cc1
16. C/C(N)=C(/C#N)C(=O)CSc1nnc(C)n1-c1ccccc1
17. CC1CN(S(=O)(=O)c2ccccc2)C(C)N1C(=O)N1CCOCC1 (stereo not given)
18. CSc1ncnc2c1ncn2CCCN1CCN(C(=O)C2CC2)CC1
19. COc1ccc(-c2cn3c(C)c(C(=O)Nc4cccc(NC(C)=O)c4)sc3n2)cc1
20. CC(c1cccnc1)N(CCN(C)C)C(=O)Nc1ccc(Cl)cc1 (stereo not given)

Screen / compound no.	11	12	13	14	15	16	17	18	19	20
PLC-gamma1 inh	-2	-256	-23	-1	-2	3	5	8	-75	1
proKLK7 act	-2.6	16*	1.0	0.1	-1.4	-0.7	0.8	-0.3	-1.2	-1.2
PLC-beta3 inh	-28	-312	-31	-3	-6	-1	1	-2	-91	0
ARFGAP1 inh	1	-8	1	17	-4	11	-1	-6	0	-9
UHRF1 MBD2 ctr	3	-2	-2	2	-3	3	-1	8	0	0
ASAP1 inh	2	-4	2	-4	-3	-11	8	-7	2	3
ADAM17 inh	-8	-260	-9	-4	-1	2	1	-1	0	-1
MBD2 DNA inh	5	-6	-5	3	-3	4	-5	3	0	4
Tn6 DDE FP	-3	11	-13	5	2	-6	1	-9	-4	1
DDE Tn7 FP inh	-7	-8	3	3	-3	-11	0	2	14*	2

21. COc1ccc(-c2ccc3nnc(SCC(=O)N4CCCC4)n3n2)cc1
22. Cc1cc(=O)n(-c2ccc(Cl)cc2)c(=O)[nH]1
23. N/C(=N\OC(=O)C12CC3CC(CC(C3)C1)C2)c1ccccc1
24. Cc1cc(-c2ccc(C)c(S(=O)(=O)NCCN3CCC(C)CC3)c2)on1
25. CCCCNC(=O)N1CCN(C(=O)C2CCCO2)CC1 (stereo not given)
26. COc1ccc(NC(=O)c2cc3ccccc3oc2=O)c(OC)c1
27. CC1CCC(C(=O)NC(C(=O)N2CCc3ccccc3C2)C(C)C)CC1 (stereo not given)
28. Cc1noc(C)c1CC(=O)N1CCCC(C(=O)c2ccc(C(C)(C)C)cc2)C1 (stereo not given)
29. CCCc1nnc(NC(=O)CCC(=O)N2CCCCC2CC)s1 (stereo not given)
30. CCN(CC)C(=O)C(=O)Nc1ccc(F)c(Cl)c1

Screen / compound no.	21	22	23	24	25	26	27	28	29	30
PLC-gamma1 inh	i	-1	1	2	0	-4	5	6	-1	3
proKLK7 act	15*	-0.2	-0.2	0.0	0.6	0.0	-0.2	-0.3	0.3	0.0
PLC-beta3 inh	i	-6	1	-4	-1	-6	8	3	1	4
ARFGAP1 inh	13	0	3	8	-3	8	-4	13	1	-5
UHRF1 MBD2 ctr	-2	0	18	-1	2	1	2	-2	1	-1
ASAP1 inh	8	10	-4	13	-12	-1	-8	-1	-3	4
ADAM17 inh	-120	-5	-2	-1	-2	-2	4	1	-4	1
MBD2 DNA inh	0	5	11	7	0	-3	-4	4	4	-5
Tn6 DDE FP	0	5	1	3	-3	-4	-3	3	0	-2
DDE Tn7 FP inh	7	1	2	-6	12	1	4	-1	6	1

31. CNc1c(NC(=O)C2CCC(C)CC2)c(=O)oc2ccccc12 (stereo not given)
32. CC(=O)NC(Cc1ccc(C(C)C)cc1)C(=O)NC1CCN(c2nc(C)cc(C)n2)CC1 (stereo not given)
33. Cc1cccc2c1c(N=NC(N)=S)c(O)n2C1OC(CO)C(O)C(O)C1O (stereo not given)
34. COc1ccc(CNC2=CC(=O)CC(C)(C)C2)cc1
35. COc1ccc(CN2CCN(C(C)C(=O)N(C)Cc3cccc(F)c3)CC2)cc1OC (stereo not given)
36. Cc1cccc(C)c1Nc1c(-c2ccsc2)nc2ncccn12
37. Cc1cc2c(s1)c1cnn(Cc3cc(F)c(F)cc3F)c(=O)c1n2C
38. C=CCn1c(SCC(=O)Nc2c(C)n(C)n(-c3ccccc3)c2=O)nnc1-c1ccncc1
39. O=C(Nc1ccncc1)Nc1ccc(F)c(Cl)c1
40. CN(C(=O)c1ccncc1)c1nnc(-c2cnccn2)s1

Screen / compound no.	31	32	33	34	35	36	37	38	39	40
PLC-gamma1 inh	-4	6	5	-3	5	-147	-2	-3	2	-64
proKLK7 act	-0.1	-0.4	-0.2	-0.2	0.4	0.7	.	0.2	-0.1	33*
PLC-beta3 inh	-5	0	-1	-1	-2	-139	4	-1	4	-87
ARFGAP1 inh	-10	1	11	1	3	-6	.	3	4	10
UHRF1 MBD2 ctr	-2	1	-15	4	3	-2	-3	0	-1	0
ASAP1 inh	0	-2	-13	3	-1	-14	.	10	17	16
ADAM17 inh	-1	-1	2	-4	6	-2	-1	-6	4	-4
MBD2 DNA inh	3	2	-11	5	2	-1	-5	2	-4	4
Tn6 DDE FP	-4	1	-13	-4	0	10	7	-1	-6	6
DDE Tn7 FP inh	10	-3	-5	3	-2	-2	9	2	5	-6

# In the list so far, these have an aryl thioether with sulfur outside any ring.
10. CC(C)(C)OC(=O)/C=C/[C@@H](CC1CCCC1)Sc1ccc(C(C)(C)C)cc1
16. C/C(N)=C(/C#N)C(=O)CSc1nnc(C)n1-c1ccccc1
18. CSc1ncnc2c1ncn2CCCN1CCN(C(=O)C2CC2)CC1
21. COc1ccc(-c2ccc3nnc(SCC(=O)N4CCCC4)n3n2)cc1
38. C=CCn1c(SCC(=O)Nc2c(C)n(C)n(-c3ccccc3)c2=O)nnc1-c1ccncc1

Screen / compound no.	10	16	18	21	38
PLC-gamma1 inh	-1	3	8	i	-3
proKLK7 act	0.4	-0.7	-0.3	15*	0.2
PLC-beta3 inh	4	-1	-2	i	-1
ARFGAP1 inh	.	11	-6	13	3
UHRF1 MBD2 ctr	2	3	8	-2	0
ASAP1 inh	.	-11	-7	8	10
ADAM17 inh	-2	2	-1	-120	-6
MBD2 DNA inh	1	4	3	0	2
Tn6 DDE FP	-6	-6	-9	0	-1
DDE Tn7 FP inh	-1	-11	2	7	2

# The list goes on:
41. CN1CCN(c2ccccc2NC(=O)Cc2cn(C)c3ccccc23)CC1
42. CS/C(=N\NC(N)=O)c1ccccc1
43. CN(CCC(=O)Nc1ccc(Cl)cc1)Cc1ccccc1
44. CC(=O)N1CCN(CC(=O)Nc2c(Cl)ccc(C)c2Cl)CC1
45. CC(C)(C)NC(=O)C(c1ccc(F)cc1)N(Cc1cccs1)C(=O)c1ccc(CN2CCOCC2)o1 (stereo not given)
46. COc1ccc(NCc2nnc(SCC(=O)Nc3ccc(OC)cc3OC)o2)cc1
47. CC1CCc2c(sc(NS(=O)(=O)c3ccccc3)c2C(=O)OC(C)C)C1 (stereo not given)
48. CN1C(=O)C(Cc2cnc[nH]2)NC1=S (stereo not given)

Screen / compound no.	41	42	43	44	45	46	47	48
PLC-gamma1 inh	0	-1	2	0	1	1	-10	-1
proKLK7 act	-0.2	0.6	-0.5	-0.6	0.0	0.5	0.0	0.3
PLC-beta3 inh	-4	-3	-6	3	-3	-7	-14	-5
ARFGAP1 inh	-2	-3	0	-8	-6	-4	1	10
UHRF1 MBD2 ctr	2	11	1	0	2	0	3	-2
ASAP1 inh	6	5	-1	-9	-8	5	-5	2
ADAM17 inh	0	-2	-4	-1	-8	-2	-1	-13
MBD2 DNA inh	6	8	5	-3	5	1	7	9
Tn6 DDE FP	-1	3	-1	4	0	3	0	-5
DDE Tn7 FP inh	4	-3	2	9	-3	3	3	6

# In a second layout: entries from further up
# The line under a structure holds: PLC-gamma1 inh	proKLK7 act	PLC-beta3 inh	ARFGAP1 inh	UHRF1 MBD2 ctr	ASAP1 inh	ADAM17 inh	MBD2 DNA inh	Tn6 DDE FP	DDE Tn7 FP inh
4) CC(=O)NS(=O)(=O)c1ccc(NC(=O)/C=C/c2ccccc2Cl)cc1
→ 0	-0.3	-2	-5	-2	-1	0	2	-3	8
12) C[C@H](O)C(=O)C1=Nc2c(nc(N)[nH]c2=O)NC1
→ -256	16*	-312	-8	-2	-4	-260	-6	11	-8
